# Assay outcomes deposited in PubChem by National Center for Advancing Translational Sciences (NCATS).
# JMJD2A Tudor – blocks the human JMJD2A Tudor domain. O75164. AlphaScreen JMJD2A-Tudor / H3K4me3 peptide binding. Potency, µM (highest dose often 114 µM), for the others: at the highest dose activity change, negative = inhibition, usual class: inhibitors. 4.4% of 390,000 active. AID 504339; also: % is scaled to controls: 0 for no effect and ±100 for the full control effect; nearly all actives have a fitted effect of over 50% in size
# Pin1 inhibitor – human Pin1 inhibition; Q13526; AID 504891; Potency, µM (series often up to 115 µM), without a hit: top-dose activity, negative = inhibition, hits mostly inhibitors; Pin1 FP peptide displacement, HiFluor488, 10 min; 0.009% of 390,000 active; active = well fitted inhibition curve with a large enough effect in the polarisation, with a control signal flat, not every such curve was filed as active; inconclusive = small, poorly fitted or top-dose-only effect, or effect the other way, or a change in a side signal; inactive = no such curve, though single readings can be large or run the other way; the % refers to the polarisation; also: % is scaled to controls: 0 for no effect and ±100 for the full control effect
# Target sequence (Q13526 whole entry, looked up): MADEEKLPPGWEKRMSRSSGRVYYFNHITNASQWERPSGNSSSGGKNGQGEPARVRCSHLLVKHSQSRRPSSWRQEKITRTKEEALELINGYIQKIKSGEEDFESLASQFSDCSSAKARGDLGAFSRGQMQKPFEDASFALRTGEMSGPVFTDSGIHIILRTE
# GLS inhibitor – blocks human kidney-isoform glutaminase activity; O94925; GLS enzymatic activity, qHTS titration; Potency, µM (highest dose often 45.5 µM), without a hit: at the top dose activity change, negative = inhibition, most hits filed as inhibitors; 0.21% of 410,000 active; AID 624170; also: % is scaled to controls: 0 for no effect and ±100 for the full control effect
# Target sequence (O94925 whole entry, looked up, canonical isoform): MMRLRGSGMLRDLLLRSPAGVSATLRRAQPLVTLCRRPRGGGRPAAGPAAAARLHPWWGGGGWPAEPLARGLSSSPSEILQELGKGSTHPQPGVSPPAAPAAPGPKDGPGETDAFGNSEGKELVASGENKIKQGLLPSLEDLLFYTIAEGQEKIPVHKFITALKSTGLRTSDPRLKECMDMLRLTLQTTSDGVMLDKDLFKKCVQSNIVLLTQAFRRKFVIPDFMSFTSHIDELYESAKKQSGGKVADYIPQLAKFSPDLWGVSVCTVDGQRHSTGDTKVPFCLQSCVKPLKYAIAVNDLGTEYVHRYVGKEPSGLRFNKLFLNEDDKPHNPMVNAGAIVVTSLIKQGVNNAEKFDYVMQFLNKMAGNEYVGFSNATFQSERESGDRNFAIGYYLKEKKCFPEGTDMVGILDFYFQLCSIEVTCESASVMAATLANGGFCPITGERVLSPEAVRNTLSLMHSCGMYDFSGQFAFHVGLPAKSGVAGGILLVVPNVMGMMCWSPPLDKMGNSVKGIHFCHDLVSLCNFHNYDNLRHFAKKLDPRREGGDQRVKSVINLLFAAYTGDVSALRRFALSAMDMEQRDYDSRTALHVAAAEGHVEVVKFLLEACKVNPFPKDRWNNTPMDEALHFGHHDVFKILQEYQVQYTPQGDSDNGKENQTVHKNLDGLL
#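 Human kidney-isoform GLS in 45 mM KH2PO4 pH 8.2, 0.02% Tween-20, with compound, started with 1mM L-Glutamine (added stock). Glutamate oxidase/HRP/Amplex red coupled fluorescence read at start and after 30 min at RT.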
# ERG-DNA inh – blocks human ERG Ets domain binding to DNA | P11308 | fluorescence polarization, His-ERG Ets domain / labelled DNA | Potency, µM (doses to about 76.9 µM), for the others: top-dose FP activity, negative = inhibition, hits mostly inhibitors | 0.028% of 370,000 active | AID 624246; active = well fitted inhibition curve with a large enough effect in the polarisation, with a control signal flat; inconclusive = small, poorly fitted or top-dose-only effect, or effect the other way, or a change in a side signal; inactive = no such curve, though single readings can be large or run the other way; the % refers to the polarisation;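 also: polarization taken with two DNA probes labelled with fluorescein and Texas red; % of control where 0% means no effect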
#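 His-tagged ERG Ets domain (1 uM in the protein solution; 300mM KCl, 50mM Tris-HCl, 1mM EDTA, 1mM DTT, pH 7.5) received compound, then a probe mix of 5 nM fluorescein-DNA and 100nM Texas-615-DNA. Fluorescence polarization was read for both dyes.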
# HP1b chromo inh – HP1-beta chromodomain-methylated histone interaction inhibition. P83916. AlphaScreen HP1-beta / biotin-H3K9me3 peptide binding. Potency, µM (top dose mostly 114 µM), for inactives: at the highest dose activity change, negative = inhibition, usual class: inhibitors. 0.56% of 390,000 active. AID 540317; also: nearly all actives have a fitted effect of over 70% in size; inactives centre near 23
# Target sequence (P83916 whole entry, looked up): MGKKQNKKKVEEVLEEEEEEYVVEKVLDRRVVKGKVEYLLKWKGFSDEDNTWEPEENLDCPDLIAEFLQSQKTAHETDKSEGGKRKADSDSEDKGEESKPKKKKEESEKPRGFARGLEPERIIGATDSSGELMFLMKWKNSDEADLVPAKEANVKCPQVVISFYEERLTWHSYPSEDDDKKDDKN
#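 AlphaScreen: HP1-beta (50 nM) preformed 30 min with biotin-H3(1-18)K9me3 peptide (50 nM) in PBS pH 7.4, 0.01% Tween-20. Compound added for 30 min at RT, then streptavidin donor/nickel chelate acceptor beads (10 ug/mL) for 30 min.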
# RGS4 inh – inhibitors of human regulator of G protein signaling 4; P49798; Transcreener GDP fluorescence polarization, RGS4-accelerated GTP hydrolysis; Potency, µM (top dose mostly 114 µM), inactives show at the highest dose activity change, negative = inhibition, hits mostly inhibitors; 0.039% of 390,000 active; AID 504845; also: % is scaled to controls: 0 for no effect and ±100 for the full control effect; nearly all actives have a fitted effect of over 75% in size; some results filed as inactive show a strong effect at the top dose
#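 MLSMR compounds (23 nl, pin-transferred) preincubated 10 min at room temperature with a 500nM (2x) first reagent, then RGS4 at 900nM (2x) plus Transcreener GDP mix added; fluorescence polarization (620/688 nm) read before and after 90 min at 30 °C.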
# rTrxR1 inhibitor – inhibitors of rat thioredoxin reductase 1; recombinant rTrxR1, NADPH fluorescence consumption, selenite substrate; Potency, µM (series often up to 114 µM), inactives show at the highest dose activity change, negative = inhibition, hits mostly inhibitors; 1% of 390,000 active; AID 588453; also: % is scaled to controls: 0 for no effect and ±100 for the full control effect; nearly all actives have a fitted effect of over 65% in size
#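 Rat TrxR1 (90 nM in the dispensed reagent) was pre-reduced with 400 uM NADPH for 5 min at room temperature, then incubated with compound for 15 min. After 400 uM selenite was added, NADPH fluorescence (Ex 340/Em 450 nm) was followed for 8 min.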
# PGK inhibitor – blocks T. brucei phosphoglycerate kinase; PGK/GAPDH coupled, Kinase-Glo luminescence, 60 min; Potency, µM (top dose mostly 57.5 µM), without a hit: at the highest dose activity change, negative = inhibition, actives largely listed as inhibitors; 0.043% of 380,000 active; AID 602233; also: % is scaled to controls: 0 for no effect and ±100 for the full control effect; nearly all actives have a fitted effect of over 60% in size
#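 Luminescent ATP detection (Kinase-Glo Plus) follows a 60-minute room-temperature incubation, with wells lacking PGK as controls. Buffer: 100 mM TEA (pH 7.6), 5 mM MgCl2, 0.01% Tween-20. Coupling enzyme GAPDH (100 nM final) supplies unstable 1,3-BPG in-well.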
# 12-LOX inh – ALOX12 (human) lipoxygenase inhibition | 1.1% of 580,000 active | P18054 | Potency, µM (titrated, usually from 108 µM), without a hit: at the top dose activity change, negative = inhibition, actives largely listed as inhibitors | purified 12hLO, xylenol orange hydroperoxide absorbance | AID 1671190; also: % is scaled to controls: 0 for no effect and ±100 for the full control effect
#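 Purified human 12hLO at 150 nM in 25 mM Hepes, 0.01% Triton X-100, pH 7.0, preincubated 15 min at room temperature with compound. Reaction started with 40 uM arachidonic acid, 30 min at room temperature. Hydroperoxide measured by Fe-xylenol orange, 573/405 nm absorbance ratio.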
# * hit, by the source's call; i = inactive; ? = inconclusive; nt = not tested or not shown; [ ] = another dose, or the depositor's remark. Unless noted, calls follow the shape of the dose curve; as a rule, active = well fitted curve in the direction sought with a large enough effect; inconclusive = small, poorly fitted or top-dose-only effect, or another doubt; inactive = no such curve, though single readings can be large; an effect the other way counts as inactive or inconclusive. Potency is read from the fitted curve at half-maximal effect. Some of the compounds tested; the hit share may differ from the screen's.
JMJD2A Tudor,Pin1 inhibitor,GLS inhibitor,ERG-DNA inh,HP1b chromo inh,RGS4 inh,rTrxR1 inhibitor,PGK inhibitor,12-LOX inh,SMILES
29%,-3%,-7%,-4%,91%[activator],-8%,2%[57.1 µM],i,-24%,COc1ccc(C2CC(c3ccccc3)=NN2c2ccccc2)c(C(=O)O)c1OC (centres undefined)
25µM*,-21%,-19%,-4%,20µM*,?,-24%[57.1 µM],-8%,0%,CSc1nc(=S)c2[nH]c(=S)[nH]c2[nH]1
1%,-7%,5%,4%,56%[activator],-13%,2%,nt,0%,Cc1nc2ccc(S(=O)(=O)NCC(=O)Nc3ccc(F)cc3F)cc2s1
-9%,5%,-2%,9%,32%[activator],-2%,9%[57.1 µM],-7%,0%,Cc1ccccc1-n1c(C)nc2ccccc21
0%,-8%,2%,-19%,48%[activator],-19%,27%,i,219%[activator],CCN1CCN(S(=O)(=O)c2ccc(Cl)c(C(=O)N(C)CC(=O)Nc3c(C)cccc3C)c2)CC1
-31%,-5%,17%,-12%,21%,35%,14%[57.1 µM],-5%,1%,CC(C)(C)OC(=O)NCc1ccc(CNC(=O)c2nc[nH]c2C(=O)N2CCN(c3ccccc3)CC2)cc1
-13%,-1%,0%,3%,24%,-3%,5%,12%,0%,COc1ccccc1CN1CC(C(=O)NC2CCOCC2)CCC1=O (centres undefined)
?,0%,-10%,3%,33%,-23%,-13%,-2%,-20%,CC(C)(C)SCCNC(=O)c1ccc(Cl)c([N+](=O)[O-])c1
-14%[11.4 µM],-2%,26%,-9%,34%,24%[11.4 µM],?,-5%,?,S=C(Nc1ccc2c(c1)OCO2)Nc1ccccc1Cl
-14%,0%,4%,2%,8%,-9%,-1%,-1%,-17%,Cc1ccccc1NC(=O)C1CCN(C(=O)c2cnn(-c3ccccc3)c2-n2cccc2)CC1
-7%,4%,-1%,2%,21%,-2%,-22%,i,3%,COc1ccc2[nH]c(C)cc(=O)c2c1
?,1%,-4%,21%,-2%,22%,33%,-13%,0%,Cc1ccc(S(=O)(=O)N2CCN(C(=O)C(Cc3ccccc3)NC(=O)c3ccccc3)CC2)cc1 (centres undefined)
-27%,2%,-2%,-8%,62%[activator],-2%,17%[57.1 µM],-9%,?,CNC(=O)CSCCn1c(SCC(=O)NC)nc2ccccc2c1=O
-4%,-8%,3%,5%,44%[activator],-19%,5%,i,?,CCOCc1nc(C)c(Cl)c(NS(=O)(=O)c2ccc(N)cc2)n1
-7%,4%,11%,10%,23%,5%,4%,2%,1%,CCN(CC)S(=O)(=O)c1ccc(Cl)c(OC)c1
-14%,-8%,10%,0%,-6%,-4%,1%,14%,-17%,O=C(CSc1nnc2c(n1)[nH]c1ccccc12)N1CCCCC1
197%[activator],0%,-3%,5%,239%[activator],15%,3%[57.1 µM],1%,0%,COC(=O)c1ccc(OCCOc2ccccc2C)cc1
-20%,-7%,3%,-5%,27%,18%,9%,-9%,-21%,CCCCn1c(SCN2C(=O)c3ccccc3C2=O)nc2cc(S(N)(=O)=O)ccc21
-1%,-1%,-13%,4%,20%,-3%,3%,-2%,-7%,Cc1cc(S(=O)(=O)NCCCN2CCOCC2)c(Cl)cc1Cl
-15%,?,-9%,-7%,21%,18%,4%,nt,-17%,O=C(NCc1ccccc1)C1CCN(C(=O)c2cnn(-c3ccccc3)c2-n2cccc2)CC1
-13%,-4%,0%,-2%,16%,-8%,-9%,-5%,7%,Clc1ccc(/C=N/Nc2ncnc3nc[nH]c23)cc1
?,3%,1%,nt,?,-9%,-6%,i,-27%,CCc1cc(C(=O)c2ccccc2OC)c(N)s1
?,0%,-8%,-1%,1%,-4%,25%,-6%,-28%,COc1ccc(CCNC(=O)c2cnn(-c3ccc(F)cc3)c2C2CCN(C(=O)OC(C)(C)C)CC2)c(OC)c1
-12%,0%,-12%,21%,16%,-8%,16%,-1%,-4%,O=C(COc1cc2oc(=O)c3c(c2cc1Cl)CCC3)NCC(O)c1ccccc1 (centres undefined)
-9%,-2%,0%,-3%,2%,30%,8%,-3%,17%,O=C(CN(Cc1ccccc1)C(=O)CCC(=O)Nc1nccs1)NCc1ccc(F)cc1
-3%,0%,-1%,-5%,25%,-2%,-4%,i,-4%,Cc1cc(C)n2cc(COc3ccccc3)nc2n1
1%,0%,12%,-4%,45%[activator],30%,29%,3%,0%,CC(C)CCOc1ccc(C2CC(=O)N(C)C2=O)cc1 (centres undefined)
1%,22%,3%,1%,49%[activator],-24%,18%[57.1 µM],0%,-17%,CCCn1cc(S(=O)(=O)c2ccccc2)c(=O)c2cc(F)c(N3CCCC3)cc21
-22%,2%,5%,0%,26%,-12%,-13%,-3%,0%,N#C/C(=C\c1ccc(F)cc1)c1n[nH]c(Cn2cncn2)n1
-4%,-4%,-3%,-15%,28%,8%,10%,i,-4%,CCOc1ccc(C(=O)NCC(=O)OCCCOC(=O)CNC(=O)c2ccc(OCC)cc2)cc1
10%,0%,-4%,1%,56%[activator],-40%,-21%,i,0%,COc1c(C)cc(Br)cc1C(=O)NC(=S)NCc1ccco1
26%,-1%,?,-24%,101%[activator],23%,102%[activator],-5%,2%,CC(C)c1cc(NCC2CCCO2)n2c(nc3ccccc32)c1C#N (centres undefined)
-12%,?,-9%,-6%,22%,-25%,-7%,5%,-20%,CC(=O)Oc1c(C(=O)c2nnc(C)o2)c(=O)n(Cc2ccccc2)c2ccccc12
-8%,-3%,4%,7%,30%,3%,-2%[57.1 µM],-5%,3%,CCC(C)(C)NC(=O)C1CC(=O)N(CCc2ccc(F)cc2)C1 (centres undefined)
-4%,8%,9%,10%,28%,-12%,27%[57.1 µM],-7%,-2%,CCC(C)NS(=O)(=O)c1ccc(NC(=O)Cc2ccc(OC)cc2)cc1 (centres undefined)
0%,-3%,11%,1%,13%,0%,6%,-5%,6%,O=[N+]([O-])c1ccc(C2CCCC/C2=N/O)c([N+](=O)[O-])c1 (centres undefined)
16%,?,-8%,14%,31%,4%,-5%,-4%,-1%,Cc1c(-c2nc3ccccc3[nH]2)cnn1C
14%,32%[activator],2%,4%,81%[activator],-43%,?,i,?,Nc1c(C(=O)NCc2ccco2)c2nc3ccccc3nc2n1CCc1ccccc1F
?,17%,-3%,16%,-1%,-12%,22%,-4%,0%,CN(Cc1nc2ccccc2c(=O)[nH]1)Cc1cc(=O)oc2ccc3ccccc3c12
-21%,3%,-2%,-6%,25%,3%,-9%[57.1 µM],0%,-1%,CN(C)S(=O)(=O)c1cccc(C(=O)NC(=S)N(CCC#N)Cc2cccnc2)c1
?,0%,2%,10%,?,?,-2%[57.1 µM],-8%,495%[activator],COCCCN1CC23C=CC(O2)C(C(=O)O)C3C1=O (centres undefined)
-6%,-4%,-3%,0%,70%[activator],-15%,95%[activator],i,-1%,CC(=O)COc1ccc2c3c(c(=O)oc2c1C)CCCCC3
-14%,0%,3%,-9%,7%,-26%,16%[57.1 µM],-3%,-1%,Cc1ccc(C2CC(=O)C(C=NCCN3CCN(C(=S)Nc4ccccc4)CC3)=C(O)C2)cc1 (centres undefined)
-20%,-3%,26%,-6%,27%,-1%,35%,-10%,315%[activator],COc1ccc(N2CCN(C(=O)CN3C(=O)NC(C)(C4CC4)C3=O)CC2)cc1 (centres undefined)

# Gathered by group, the compounds so far with fluorine.
JMJD2A Tudor,Pin1 inhibitor,GLS inhibitor,ERG-DNA inh,HP1b chromo inh,RGS4 inh,rTrxR1 inhibitor,PGK inhibitor,12-LOX inh,SMILES
1%,-7%,5%,4%,56%[activator],-13%,2%,nt,0%,Cc1nc2ccc(S(=O)(=O)NCC(=O)Nc3ccc(F)cc3F)cc2s1
?,0%,-8%,-1%,1%,-4%,25%,-6%,-28%,COc1ccc(CCNC(=O)c2cnn(-c3ccc(F)cc3)c2C2CCN(C(=O)OC(C)(C)C)CC2)c(OC)c1
-9%,-2%,0%,-3%,2%,30%,8%,-3%,17%,O=C(CN(Cc1ccccc1)C(=O)CCC(=O)Nc1nccs1)NCc1ccc(F)cc1
1%,22%,3%,1%,49%[activator],-24%,18%[57.1 µM],0%,-17%,CCCn1cc(S(=O)(=O)c2ccccc2)c(=O)c2cc(F)c(N3CCCC3)cc21
-22%,2%,5%,0%,26%,-12%,-13%,-3%,0%,N#C/C(=C\c1ccc(F)cc1)c1n[nH]c(Cn2cncn2)n1
-8%,-3%,4%,7%,30%,3%,-2%[57.1 µM],-5%,3%,CCC(C)(C)NC(=O)C1CC(=O)N(CCc2ccc(F)cc2)C1 (centres undefined)
14%,32%[activator],2%,4%,81%[activator],-43%,?,i,?,Nc1c(C(=O)NCc2ccco2)c2nc3ccccc3nc2n1CCc1ccccc1F
